# From PubChem BioAssay
# ALDH1A1 inh = ALDH1A1 (human) enzyme inhibition | AID 1030 | 7.3% of 220,000 active | P00352 | Potency, µM (highest dose often 75.3 µM), inactives show top-dose activity, negative = inhibition, hits mostly inhibitors | Purified ALDH1A1, NADH fluorescence, propionaldehyde substrate; active = well fitted inhibition curve with a large enough effect, not every such curve was filed as active; inconclusive = small, poorly fitted or top-dose-only effect, or another doubt; inactive = no such curve, though single readings can be large or run the other way;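 also: plate controls were no enzyme wells and a reference inhibitor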
# Target sequence (P00352 whole entry, looked up): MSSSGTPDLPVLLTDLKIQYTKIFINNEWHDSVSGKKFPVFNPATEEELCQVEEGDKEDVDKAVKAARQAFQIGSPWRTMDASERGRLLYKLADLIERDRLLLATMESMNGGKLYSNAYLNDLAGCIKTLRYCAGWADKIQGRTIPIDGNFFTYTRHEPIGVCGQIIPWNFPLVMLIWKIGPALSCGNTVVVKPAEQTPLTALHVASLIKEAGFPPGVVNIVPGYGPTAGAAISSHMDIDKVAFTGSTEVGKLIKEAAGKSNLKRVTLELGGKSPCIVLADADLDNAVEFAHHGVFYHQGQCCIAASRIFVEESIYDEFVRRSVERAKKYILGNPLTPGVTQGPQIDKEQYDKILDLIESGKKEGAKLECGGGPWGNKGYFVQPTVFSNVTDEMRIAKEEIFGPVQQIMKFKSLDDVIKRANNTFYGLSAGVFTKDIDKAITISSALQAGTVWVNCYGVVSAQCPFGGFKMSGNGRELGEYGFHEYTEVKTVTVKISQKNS
# GAA inh = inhibitors of human lysosomal alpha-glucosidase | P10253 | purified human GAA, 4-MU-alpha-glucoside fluorescence | Potency, µM (titrated, usually from 76.9 µM), without a hit: at the highest dose activity change, negative = inhibition, hits mostly inhibitors | 0.005% of 200,000 active | AID 1466;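 also: plate controls were uninhibited enzyme wells for no effect and no-enzyme background for full effect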
#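 qHTS format, compound range up to 77 uM. Human lysosomal enzyme at 4 nM, 400 uM 4-MU glucoside substrate, pH 5.0, 20 min room temperature; fluorescence after alkaline stop gives activity normalized to controls.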
# NPSR antagonist = antagonists of human neuropeptide S receptor cAMP signaling | Q6W5P4 | CHO-NPSR cells, cAMP TR-FRET, antagonist mode | Potency, µM (series often up to 38.3 µM), for the others: top-dose activity change, negative = inhibition, hits mostly inhibitors | 1% of 220,000 active | AID 1461; also: % is scaled to controls: 0 for no effect and ±100 for the full control effect; nearly all actives have a fitted effect of over 50% in size; many of its hits are not listed in these tables
# Target sequence (Q6W5P4 whole entry, looked up): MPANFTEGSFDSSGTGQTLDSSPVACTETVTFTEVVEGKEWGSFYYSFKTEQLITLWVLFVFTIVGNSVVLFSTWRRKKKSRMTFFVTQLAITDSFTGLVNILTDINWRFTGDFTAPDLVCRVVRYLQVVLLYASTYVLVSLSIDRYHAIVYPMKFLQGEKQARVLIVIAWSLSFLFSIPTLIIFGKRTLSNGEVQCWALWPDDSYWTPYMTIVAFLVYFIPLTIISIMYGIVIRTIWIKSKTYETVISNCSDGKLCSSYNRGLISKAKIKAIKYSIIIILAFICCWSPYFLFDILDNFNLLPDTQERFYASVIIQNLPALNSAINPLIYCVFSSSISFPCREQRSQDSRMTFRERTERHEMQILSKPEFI
# GLA spleen mod = inhibitors or activators of human alpha-galactosidase in spleen homogenate; Potency, µM (doses to about 80 µM), for the others: top-dose activity change, negative = inhibition, most hits filed as inhibitors; P06280; 0.008% of 240,000 active; human spleen homogenate, 4MU-alpha-Gal fluorescence, 40 min;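 also: 0% = enzyme with vehicle and -100% = no enzyme basal signal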
#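 Human spleen homogenate (1 ug) as enzyme source, 4-methylumbelliferyl-alpha-D-galactopyranoside 1 mM final, citrate/phosphate pH 5.0 with 0.01% Tween-20. Compounds 40 min at 37C, NaOH/glycine stop; fluorescence Ex 365/Em 440, Hill-fit AC50.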
# Tau fluor cs = counter-screen for tau fibril formation inhibitors | 0.93% of 280,000 active | Potency, µM (top dose mostly 57.7 µM), for the others: at the top dose activity change, negative = decrease | tau K18 P301L Alexa594 fluorescence, heparin fibrillization; also: % is scaled to controls: 0 for no effect and ±100 for the full control effect; nearly all actives have a fitted effect of over 55% in size
#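 Human tau K18 P301L (15 uM unlabeled, 0.24 uM Alexa 594-labeled) in 100 mM sodium acetate pH 7 with 20 uM heparin, 6 hr at 37 C. ThT 30 uM added, 1 hr ambient; Alexa 594 FP and total fluorescence read at 555/632 nm.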
# Epigenetic reg = epigenetic control regulation, reporter derepression | Potency, µM (titrated, usually from 53.9 µM), without a hit: at the highest dose GFP activation, most hits filed as activators | AID 1865 | murine LDR cells, GFP reporter derepression, 30 h | 0.2% of 280,000 active; also: % of control where 0% means no effect; nearly all actives have a fitted effect of over 60% in size
#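 Derepression of a silenced CMV-GFP reporter in murine LDR cells is scored by enumerating GFP-positive cells with a laser-scanning microplate cytometer after 30 hours of treatment at 37 C.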
# GAA glycogen mod = GAA glycogen-cleavage inhibition or activation; AID 2100; 0.38% of 300,000 active; Potency, µM (highest dose often 76.4 µM), inactives show top-dose activity change, negative = inhibition, most hits filed as inhibitors; P10253; recombinant GAA, glycogen substrate, Amplex Red glucose oxidase fluorescence;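 also: 0% = full enzyme reaction and -100% = no-enzyme basal signal; the screen sought inhibitors and activators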
#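 Recombinant human enzyme (4 nM); glycogen substrate; 37 C, 40 min, pH 5.0. Readout: coupled glucose oxidase/Amplex Red fluorescence.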
# GAA spleen mod = inhibits or activates alpha-glucosidase in human spleen homogenate; human spleen homogenate, 4-MU-alpha-glucoside fluorescence; Potency, µM (highest dose often 79.9 µM), for the others: at the top dose activity change, negative = inhibition, hits mostly inhibitors; P10253; 0.006% of 240,000 active; AID 2112;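 also: 0% = enzyme with vehicle and -100% = no enzyme basal signal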
#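 Compounds were titrated against alpha-glucosidase in spleen homogenate at pH 5.0, with 1 mM 4-methylumbelliferyl substrate for 40 min at 37 C. Reactions were quenched with pH 10 NaOH/glycine and fluorescence measured.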
# The depositor's hits bear a star; u = inconclusive; x = not tested or not shown; & = joins results of further samples; [ ] = remark or other dose. Unless noted, calls follow the shape of the dose curve; as a rule, active = well fitted curve in the direction sought with a large enough effect; inconclusive = small, poorly fitted or top-dose-only effect, or another doubt; inactive = no such curve, though single readings can be large; an effect the other way counts as inactive or inconclusive. Potency is read from the fitted curve at half-maximal effect. A portion of the library. The share of hits here may be higher or lower than overall.
SMILES,ALDH1A1 inh,GAA inh,NPSR antagonist,GLA spleen mod,Tau fluor cs,Epigenetic reg,GAA glycogen mod,GAA spleen mod
CCN(CC)c1nc(Oc2ccc(=O)[nH]n2)nc(N2CCOCC2)n1,4%,-4%,8%,0%,3%,-4.1%,-13%,3%
COc1ccc(NCC(=O)N/N=C/C2CCCCC2)cc1,x,x,1%[7.67 µM],-20%,-13%,1.1%,-10%,3%
COc1ccc(CCNC(=O)C23CN(Cc4ccccc4)CC2C(c2cccc([N+](=O)[O-])c2)=NO3)cc1 (stereo unspecified),8.9µM*,-4%,-1%[46.1 µM],2%,-20%,-1.9%,-6%,1%
O=C(CSc1ccccc1F)NC1CCS(=O)(=O)C1 (stereo unspecified),4%,8%,14%,-28%,6%,0.9%,6%,-15%
O=c1c(-c2nc3ccccc3s2)cccn1Cc1ccc(Cl)c(Cl)c1,u,u,-4%[46.1 µM],10%,u,0.6%,-4%,-7%
O=c1[nH]c2ccccc2n2c(-c3ccncc3)nnc12,0%,5%,-6%[46.1 µM],5%,1%,-0.4%,5%,-4%
COCCn1c(C2CCCCC2)nc2sc3ccccc3c(=O)c2c1=O,2%,-4%,-11%[46.1 µM],2%,0%,0.0%,-7%,-6%
CCOc1cc(CNCCc2c[nH]c3ccccc23)cc(Cl)c1OCC(N)=O,x,x,2%,4%,-23%,-2.4%,-9%,4%
CC(=O)NC(c1ccccc1)c1c(O)ccc2ccccc12 (stereo unspecified),u,2%,-2%,-4%,-9%,-1.1%,12%,5%
CCOC(=O)CCCSc1nc2sc(C)c(C)c2c(=O)[nH]1,1%,0%,-6%[46.1 µM],13%,3%,0.9%,-14%,4%
CC1CCC(NC(=O)C(NC(=O)c2ccccc2)C(C)C)CC1 (stereo unspecified),15%,2%,-5%,-5%,-4%,0.1%,7%,2%
COCc1cc(C)nc2sc(C(=O)N3CCN(c4ccccc4)CC3)c(N)c12,u,0%[15.4 µM],4%[46.1 µM],15%,-10%,0.7%,-2%,12%
Cc1ccc(C(=O)O/N=C\c2ccc(N3CCCCC3)c([N+](=O)[O-])c2)cc1,1.4µM*,1%,-18%[46.1 µM],2%,-17%,1.1%,-7%,-5%
CN(C)/C=N/c1ncn(-c2ncc(C(F)(F)F)cc2Cl)n1,u,-7%,17%,-19%,3%,-0.8%,2%,x
CCN(CC)CC(C)OC(=O)COc1ccc(OC)cc1 (stereo unspecified),1%,3%,14%[46.1 µM],-1%,3%,0.0%,-3%,-10%
FC(F)(F)c1cccc(N2CCC(N=CN3CCCCCC3)=N2)c1,4%,-4%,-47%,-2%,u,-0.2%,u,3%
COc1ccc(CCNC(=O)CSc2nnnn2Cc2ccc3c(c2)OCO3)cc1OC,-1%,-1%,-10%[46.1 µM],-2%,-9%,-4.3%,3%,2%
O=C(c1ccco1)N1CCN(C(c2cccs2)c2sc3ncnn3c2O)CC1 (stereo unspecified),-7%,-17%,-7%[46.1 µM],3%,-1%,1.0%,-8%,2%
O=C1CC(N2CCSCC2)C(=O)N1c1ccc(F)cc1 (stereo unspecified),x,x,15%,-4%,-9%,0.0%,6%,4%
CC(=O)Nc1ccc(N/C(C)=C/C(=O)c2cccnc2)cc1,2%,0%,-2%,-14%,3%,0.0%,9%,-2%
CC(Nc1nc(N2CCN(CCO)CC2)nc2ccccc12)c1ccccc1 (stereo unspecified),u,0%,2%,8%,-3%,-0.2%,3%,-2%
O=C(COc1ccc(/C=N/NS(=O)(=O)c2ccccc2)cc1)NCCc1ccccc1,13µM*,-5%,-13%[46.1 µM],-2%,-25%,1.9%,2%,-2%
Cc1ccc(-n2nnnc2SC(C)C(N)=O)c(C)c1 (stereo unspecified),-2%,-2%,-3%[46.1 µM],-3%,3%,-1.2%,-7%,-1%
CCCOc1ccc(OCCN2CCCC(C)C2)cc1 (stereo unspecified),u,2%,12%,6%,0%,0.0%,5%,-6%
O=C(Oc1c(CN2CCOCC2)cc(Cl)c2cccnc12)c1ccccc1F,-1%,-2%,7.9µM*,4%,-16%,u,2%,5%
Cc1ccc(C(=O)NCCN2CCNC2=O)cc1,-10%,-5%,-28%,3%,2%,-2.3%,-2%,2%
O=C(CNC(=O)c1cccs1)NCC(=O)OCc1ccc(Cl)cc1Cl,2%,-1%,-3%[46.1 µM],3%,-3%,1.1%,17%,-1%
COc1ccc2c(c1OC)C(=O)O[C@@H]2[C@H]1c2c(cc3c(c2OC)OCO3)CCN1C,0%&-1%&-9%,0%[15.4 µM],-7%,-2%&11%&-9%,-6%&3%&-9%,0.0%&2.5%&-0.2%,-9%,-2%&13%&0%
O=C1CC(N2CCN(S(=O)(=O)c3cccc(C(F)(F)F)c3)CC2)C(=O)N1Cc1ccccc1 (stereo unspecified),u,-7%,-9%[46.1 µM],4%,-26%,-8.9%,0%,7%
CCn1cc([N+](=O)[O-])c(C(=O)N2N=C(c3ccc4ccccc4c3)CC2c2cc(Br)ccc2O)n1 (stereo unspecified),-1%,u,u,10%,u,-1.2%,-2%,-3%
NC(=O)CCS(=O)(=O)c1ccc(Cl)cc1,15%,6%,-15%,-8%,-6%,2.1%,16%,1%
CCCN(CC#CC(O)(c1ccccc1)c1cccnc1)CCC (stereo unspecified),-5%,8%,19%,1%,4%[2.34 µM],1.1%,-4%,4%
O=C(CCCn1c(SCC(=O)c2ccccc2)nc2ccccc2c1=O)NCC1CCCO1 (stereo unspecified),u,-2%,u,5%,-5%,-2.4%,3%,-4%
COc1ccccc1-n1c(CNC(=O)c2ccco2)nnc1SCC(=O)Nc1nccs1,-5%,-5%,-1%[46.1 µM],8%,-7%,-0.8%,u,2%
CCOC(=O)N1CCC(N2Cc3cccc(C(=O)Nc4ccc(F)cc4)c3C2=O)CC1,6%,-1%,u,2%,-3%,0.0%,6%,-4%
O=C(Nc1nccs1)C1CCCN1S(=O)(=O)c1ccc(Cl)cc1 (stereo unspecified),18µM*,-7%,u,8%,0%,2.6%,0%,7%
CC1S/C(=C(\C#N)C(=O)NCc2ccco2)N(c2ccc(F)cc2)C1=O (stereo unspecified),u,2%,-9%[46.1 µM],-8%,0%,2.7%,0%,-4%
CCNC(=S)N1CCN(C(=O)c2ccco2)CC1,8%,-7%,-5%[46.1 µM],-1%,-7%,-1.0%,-9%,-7%
N#C/C(=C\c1ccco1)c1nc2ccccc2s1,-14%,1%,-11%,-2%,-27%,-3.2%,-1%,-7%
COC(=O)c1ccc(NC(=O)CCN2CCN(c3ccccc3)CC2)cc1,9%,-4%,0%[46.1 µM],-6%,-7%,-0.7%,7%,-5%
COc1ccccc1CNCC(=O)Nc1ccc(N2CCOCC2)cc1,u,-2%,13%,4%,-7%,-1.1%,8%,-10%
Cc1cccc(NC(=O)C23CCC(C)(/C(=N/O)C2)C3(C)C)c1 (stereo unspecified),-4%,5%,-12%[46.1 µM],-4%,-2%,-0.9%,2%,0%
Cc1oc(-c2ccccc2)cc1C(=O)Nc1cccc(/C=C\C(=O)O)c1,u,-10%,-17%,7%,-11%,0.0%,-3%,-15%
Cc1noc(C)c1S(=O)(=O)Nc1ccccc1N1CCOCC1,u,-5%,0%,-3%,-7%,-0.3%,-2%,-1%
Cc1nc(-c2ccccc2)sc1C(=O)/C=C/c1ccc(Cl)cc1,3.2µM*,0%,-6%[46.1 µM],5%,4%,-0.2%,7%,-2%
Cc1nc(NCCc2ccc(S(N)(=O)=O)cc2)c2c(C)c(C)sc2n1,-10%,1%,-14%[46.1 µM],1%,-6%,-2.0%,1%,-12%
Cc1cc([N+](=O)[O-])ccc1NC(=O)c1ccc(NC(=O)C(C)C)cc1,7%,-3%,2%,13%,-6%,6.0%,1%,1%
COCCn1c(C(=O)N2CCCC2)cc2c1C[C@H]1CN(C(=O)c3ccccc3)[C@@](Cc3ccccc3)(C(=O)OC)[C@@H]21,-4%,x,x,-3%,1%,1.1%,x,-3%

# Part of the list above, reformatted.
SMILES	ALDH1A1 inh	GAA inh	NPSR antagonist	GLA spleen mod	Tau fluor cs	Epigenetic reg	GAA glycogen mod	GAA spleen mod
Cc1nc(NCCc2ccc(S(N)(=O)=O)cc2)c2c(C)c(C)sc2n1	-10%	1%	-14%[46.1 µM]	1%	-6%	-2.0%	1%	-12%
Cc1noc(C)c1S(=O)(=O)Nc1ccccc1N1CCOCC1	u	-5%	0%	-3%	-7%	-0.3%	-2%	-1%

# ALDH1A1 inh: hit marks shown above
SMILES | ALDH1A1 inh | NPSR antagonist | GLA spleen mod | Epigenetic reg | GAA glycogen mod | GAA spleen mod
COc1ccc(CCNC(=O)C23CN(Cc4ccccc4)CC2C(c2cccc([N+](=O)[O-])c2)=NO3)cc1 (stereo unspecified) | 8.9µM* | -1%[46.1 µM] | 2% | -1.9% | -6% | 1%
Cc1ccc(C(=O)O/N=C\c2ccc(N3CCCCC3)c([N+](=O)[O-])c2)cc1 | 1.4µM* | -18%[46.1 µM] | 2% | 1.1% | -7% | -5%
O=C(COc1ccc(/C=N/NS(=O)(=O)c2ccccc2)cc1)NCCc1ccccc1 | 13µM* | -13%[46.1 µM] | -2% | 1.9% | 2% | -2%
O=C(Nc1nccs1)C1CCCN1S(=O)(=O)c1ccc(Cl)cc1 (stereo unspecified) | 18µM* | u | 8% | 2.6% | 0% | 7%
Cc1nc(-c2ccccc2)sc1C(=O)/C=C/c1ccc(Cl)cc1 | 3.2µM* | -6%[46.1 µM] | 5% | -0.2% | 7% | -2%

# The list continues:
SMILES,ALDH1A1 inh,GAA inh,NPSR antagonist,GLA spleen mod,Tau fluor cs,Epigenetic reg,GAA glycogen mod,GAA spleen mod
CC(C)CCn1c(=O)c2ccccc2n2c(CN3CCCC3)nnc12,u,1%,-13%,12%,0%,-3.4%,13%,6%
O=C(OCC(=O)N1CCCC1)c1ccccc1OCc1ccccc1,0%,-1%,u,-6%,2%,0.9%,4%,3%
CCCCn1c(SCC(=O)Nc2ccc(OC)cc2)nc2ccc(N3CCOCC3)cc2c1=O,u,-5%,-19%[46.1 µM],-3%,-28%,-13%,-3%,-5%
CS(=O)(=O)c1ccc2nnn(OCC(=O)Nc3cccc(C#N)c3)c2c1,10µM*,-4%,1%,1%,-4%,-1.3%,4%,2%
Cc1cc(C)n(-c2nnc(C)n2/N=C/c2ccccc2F)n1,-5%,-9%,-2%[46.1 µM],-5%,3%,-7.1%,4%,3%
CCC(NC(=O)C1(C)CC1(Br)Br)c1ccc(C)cc1 (stereo unspecified),4%,5%,-13%[46.1 µM],-1%,-2%,0.0%,7%,-3%
Cc1ccc(CS(=O)(=O)CCC(=O)NCc2ccc3c(c2)OCO3)cc1,-6%,6%,0%[46.1 µM],0%,-1%,0.0%,11%,-5%
